GBA enhancer: glucocerebrosidase activity enhancement; P04062; L444P Gaucher fibroblasts, 4-MU-glucoside fluorescence, 3 days; activation, % at 10 µM; 30,000 tested, 0.44% active; AID 784; in the data active = activation above about 65%;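 note: 0% = vehicle wells and 100% = positive control wells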
Target sequence (P04062 whole entry L483P): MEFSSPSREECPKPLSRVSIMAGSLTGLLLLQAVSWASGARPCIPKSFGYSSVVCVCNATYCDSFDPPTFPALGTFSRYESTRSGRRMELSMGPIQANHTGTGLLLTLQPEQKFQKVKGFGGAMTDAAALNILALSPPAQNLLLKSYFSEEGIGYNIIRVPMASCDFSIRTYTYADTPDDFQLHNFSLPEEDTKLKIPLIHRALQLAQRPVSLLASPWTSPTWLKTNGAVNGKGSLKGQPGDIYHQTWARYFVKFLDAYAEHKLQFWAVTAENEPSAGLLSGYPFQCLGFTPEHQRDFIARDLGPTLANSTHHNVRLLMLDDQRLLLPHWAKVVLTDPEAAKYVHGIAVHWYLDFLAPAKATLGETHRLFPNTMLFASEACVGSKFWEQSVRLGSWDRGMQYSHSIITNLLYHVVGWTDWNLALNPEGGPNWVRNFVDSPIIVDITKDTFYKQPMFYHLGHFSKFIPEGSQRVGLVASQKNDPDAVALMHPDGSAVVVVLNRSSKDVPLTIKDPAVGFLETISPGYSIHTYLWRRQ
The depositor's hits bear a star.

SMILES	GBA enhancer
CC(C)c1ccc(-c2nnn(Cc3nc4ccccc4s3)n2)cc1	-16
Cc1nc2ccccc2c2c1C(=O)N(C(C)C)C2=O	-2
O=C(Nc1cccnc1)c1ccc(Oc2ccccc2)cc1	-13
CN(C)Cc1cc(C(C)(C)c2cc(CN(C)C)c(O)c(CN(C)C)c2)cc(CN(C)C)c1O	22
CC(C)NC(=O)CN(C)S(=O)(=O)c1ccc(F)cc1	-56
CCN1C(=O)c2cccc3c(S(=O)(=O)NCc4ccco4)ccc1c23	9
O=C(CSc1nnc(CNc2ccc(F)cc2)n1Cc1ccco1)N1CCCC1	-7
FC(F)(F)c1cnc(Nc2ccc(N3CCOCC3)cc2)c(Cl)c1	-18
Cn1c(C(=O)O)c(CC(=O)Nc2ccc(F)cc2F)c2ccccc21	-15
CCNC(=O)C1CC(=O)N(Cc2ccc3c(c2)OCO3)C(=Nc2ccc(F)cc2)S1 (stereo unspecified)	-33
Cc1ccc(OCC(=O)N2CCCCCC2)c(C)c1	-4
COC(=O)C1=C(C)NC(=O)NC1c1ccccc1 (stereo unspecified)	-19
Cc1cc(C)c2nc(-c3ccccn3)cc(C(=O)NCc3ccco3)c2c1	6
COc1ccccc1-n1nc(C(=O)NCc2ccco2)c2ccccc2c1=O	-7
CSCCC(NC(=O)c1ccccc1)c1nc(-c2ccccc2)no1 (stereo unspecified)	-31
O=C1CCCc2c1nn(-c1ccccc1)[n+]2[O-]	-2
CN(C)/C=C/c1c(C#N)c(=O)ncn1Cc1ccccc1	-18
Cc1cc(C)cc(N(CC(=O)NCC2CCCO2)C(=O)CN2C(=O)COc3ccccc32)c1 (stereo unspecified)	-19
Cc1onc(-c2ccccc2Cl)c1C(=O)Nc1cccnc1	3
CC(C)OC(=O)c1cc(=O)[nH]c2ccccc12	-2

A portion from the list above, as a working copy:
SMILES	GBA enhancer
Cc1ccc(OCC(=O)N2CCCCCC2)c(C)c1	-4
COC(=O)C1=C(C)NC(=O)NC1c1ccccc1 (stereo unspecified)	-19

Fetched by compound from the entries so far (10):
SMILES	GBA enhancer
Cn1c(C(=O)O)c(CC(=O)Nc2ccc(F)cc2F)c2ccccc21	-15
CC(C)OC(=O)c1cc(=O)[nH]c2ccccc12	-2
O=C(Nc1cccnc1)c1ccc(Oc2ccccc2)cc1	-13
CN(C)/C=C/c1c(C#N)c(=O)ncn1Cc1ccccc1	-18
CSCCC(NC(=O)c1ccccc1)c1nc(-c2ccccc2)no1 (stereo unspecified)	-31
COC(=O)C1=C(C)NC(=O)NC1c1ccccc1 (stereo unspecified)	-19
Cc1onc(-c2ccccc2Cl)c1C(=O)Nc1cccnc1	3
Cc1cc(C)c2nc(-c3ccccn3)cc(C(=O)NCc3ccco3)c2c1	6
CC(C)NC(=O)CN(C)S(=O)(=O)c1ccc(F)cc1	-56
Cc1cc(C)cc(N(CC(=O)NCC2CCCO2)C(=O)CN2C(=O)COc3ccccc32)c1 (stereo unspecified)	-19

Other structures:
SMILES	GBA enhancer
CSc1ccc(S(=O)(=O)NCc2ccccc2Cl)cc1	-15
CCc1nnc(NC(=O)c2cc3c(s2)CCCCC3)s1	-14
COc1cccc(CC(=O)Nn2c(C)nc3ccccc3c2=O)c1	2
CCN(CC)CCN1C(=O)C(=O)/C(=C(/O)c2cccc(OC)c2)C1c1ccccn1 (stereo unspecified)	-14
Cc1ccc(NC(=O)CS(=O)CC(=O)NCC2OCCc3ccccc32)c(C)c1 (stereo unspecified)	45
Nc1nnc(CCN2C(=O)CSC2=O)s1	20
COc1ccc(C(=O)c2oc3ccccc3c2N)cc1	7
CNc1ccc(OC(F)F)cc1C(=O)c1ccccc1	4
O=C(NCC1CCCO1)c1csc2c1CCCC2 (stereo unspecified)	1
COc1ccc(C)cc1NC(=O)CSc1nc(SC)ns1	-4

As entered above:
CCN1C(=O)c2cccc3c(S(=O)(=O)NCc4ccco4)ccc1c23 @ GBA enhancer: 9
Cn1c(C(=O)O)c(CC(=O)Nc2ccc(F)cc2F)c2ccccc21 @ GBA enhancer: -15
Cc1nc2ccccc2c2c1C(=O)N(C(C)C)C2=O @ GBA enhancer: -2
Cc1onc(-c2ccccc2Cl)c1C(=O)Nc1cccnc1 @ GBA enhancer: 3
CSc1ccc(S(=O)(=O)NCc2ccccc2Cl)cc1 @ GBA enhancer: -15
CN(C)Cc1cc(C(C)(C)c2cc(CN(C)C)c(O)c(CN(C)C)c2)cc(CN(C)C)c1O @ GBA enhancer: 22

New compounds follow:
SMILES	GBA enhancer
CCOc1cc(/C=N/n2cnnc2)c(Br)cc1O	-4
O=C(COc1ccc2c(c1)OCO2)NC12CC3CC(CC(C3)C1)C2	-2
COC(=O)NCCOC(=O)N(O)c1ccc(Br)cc1	-48
CCOC(=O)C1CCCN(c2c(NCCCN(CC)c3cccc(C)c3)c(=O)c2=O)C1 (stereo unspecified)	-7
O=C(Nc1ccccc1)c1ccc2nc(-c3ccco3)c(-c3ccco3)nc2c1	51
NC(=O)CN1C(=O)C2CCCCN2C(=O)c2ccccc21 (stereo unspecified)	-14
O=C(Nc1c(C(=O)N2CCOCC2)cnn1-c1ccccc1)c1ccco1	-19
O=C(CCNC(=O)Cn1ccc2ccccc2c1=O)NCCN1CCN(c2ccccc2F)CC1	-10
CCN(Cc1ccccc1)C(c1ccncc1)c1nnnn1C(C)(C)C (stereo unspecified)	-5
NC(=O)C1CC(=O)N(Cc2ccc3c(c2)OCO3)C(=Nc2ccccc2)S1 (stereo unspecified)	-1
CCOC(=O)N1CCC(NC(=O)c2cn(-c3ccc(OC)cc3)c(=O)c3ccccc23)CC1	49
COc1ccc(CCNC(=O)CSc2nnnn2-c2ccccc2)cc1	11
CCOc1ccc(NC(=O)CNC(=O)c2ccc(OC)c(OC)c2)cc1	1
Cc1ccc(-c2noc(CCC(=O)N3CCN(c4cccc(C(F)(F)F)c4)CC3)n2)cc1	-8
O=C(O)CSc1nnc(-c2ccncc2)n1CCc1ccccc1	5
Cc1cccc(CS(=O)(=O)Cc2ccc(C(=O)NCc3ccco3)o2)c1	-35
COc1ccc(/C=N\n2nnc3ccccc32)cc1	-32
CCc1nc2ccc(C(=O)NCc3ccco3)cc2nc1CC	-32
CCOC(=O)c1cc2c(=O)n(C)c3ccccc3c2s1	-5
CCOC(=O)CSc1nnc(CNC(=O)Cc2ccccc2)n1-c1ccccc1OC	-3
CC1(C)CC(=O)C2=C(C1)N(CCN1CCOCC1)C1=C(C(=O)CC(C)(C)C1)C2c1cccc(Cl)c1	-35
COCC(=O)NCCc1nc(-c2ccccc2)cs1	54
Cc1ccc(S(=O)(=O)NCC(=O)OCC(=O)N2CCc3ccccc32)cc1	-7
O=C1CC(C(=O)NCc2ccccc2)C2(CCCC2)O1 (stereo unspecified)	-2
Cc1ccc(CN2C(=O)CCC2C(=O)NCCCN2CCC(C)CC2)cc1 (stereo unspecified)	9
COc1ccc(N=C(N(C)C)P(=O)(N(C)C)N(C)C)cc1	-71
Cc1noc(C)c1COc1ccc(C(=O)OCC(=O)c2ccc3c(c2)OCCO3)cc1	-15
CCOC(=O)N1CCC(NC(=O)C2CCN(C(=O)N3CCOc4ccccc43)CC2)CC1	-50
Cc1cc(NC(=O)c2noc3c2CCCC3)nn1Cc1ccc(Cl)cc1	-21
O=C(COC(=O)c1cccc(S(=O)(=O)N2CCc3ccccc32)c1)NC1CCS(=O)(=O)C1 (stereo unspecified)	-17
CCOC(=O)c1sc(=S)n(CC)c1NC(=O)C1CC1	-37
O=C(NCc1cccs1)C1CCN(c2nccs2)CC1	4
Nn1cnnc1SCC(=O)Nc1ccc2c(c1)OCCO2	-3
O=C(Nc1nnc(CCc2ccccc2)s1)c1cccs1	-15
N#C/C(=C\c1ccc[nH]1)S(=O)(=O)c1ccccc1	-6
Cc1ccc(C)c(NC(=O)c2ccccc2O)c1	21
COC(=O)c1ccc(CSCC(=O)Nc2cc(OC)cc(OC)c2)o1	7
O=C1CSC(=Nc2cc(Cl)ccc2Cl)N1	24
COc1ccccc1OCCn1c(CO)nc2ccccc21	-23
O=C(NCCCN1CCOCC1)c1cc(-c2ccc(Cl)cc2)on1	-31
COC(=O)c1cc(NC(=O)c2c(Cl)nc3sccn23)cc(C(=O)OC)c1	-61
N=c1sccn1CC(=O)Nc1ccccc1-c1ccccc1	-47
Cc1cccc(-c2nc(CN3CCCC(C(=O)NC4CCCC4)C3)c(C)o2)c1 (stereo unspecified)	-59
COc1oc(-c2ccccc2)nc1C(F)(F)F	11
COC(=O)C(F)(F)Sc1c(C)[nH]c2ccccc12	-21
Cc1cccc(NC(=O)CSc2nnc(CCCCCNC(=O)OC(C)(C)C)o2)c1C	-28
CC1CCCCC1NC(=O)c1cc2c(s1)CS(=O)(=O)C2 (stereo unspecified)	6
O=C(Cn1cnc2ccccc2c1=O)Nc1ccc2c(c1)OCCO2	-9
CC(C)(C)NC(=O)C(OC(=O)Cn1nnc(-c2ccc(F)cc2)n1)c1ccncc1 (stereo unspecified)	-9
Cc1cc(NC(=O)c2cc(-c3ccccc3)on2)n(-c2ccccc2)n1	21
Next entries follow:
SMILES	GBA enhancer
CCOc1ccc2[nH]c(=O)c(CN(CCOC)C(=O)N3CCOCC3)cc2c1	-6
COC(=O)c1ccc(S(=O)(=O)NCc2cccc(OC)c2)n1C	4
COC(=O)CSc1nc2cc3c(cc2cc1C#N)OCO3	-39
CSc1ncccc1C(=O)OCc1ccccc1F	24
O=P(C1=C(N2CCOCC2)/C(=C\c2ccccc2)CC1)(N1CCOCC1)N1CCOCC1	9
CCOC(=O)c1sc(NC(=O)COC(=O)c2ccco2)nc1C	-4
COC(=O)c1ccc(NC(=O)CN2CCN(S(=O)(=O)c3cc(Cl)ccc3OC)CC2)cc1	-18
O=c1[nH]cnc2c1oc1ccccc12	2
COc1ccc(C(=O)N(Cc2ccco2)C(C(=O)NC2CCCC2)c2ccc(O)cc2)cc1OC (stereo unspecified)	-21
Cc1nn(Cc2ccc(Cl)cc2)c(C)c1NC(=O)C1CC=CCC1C(=O)O (stereo unspecified)	-22
Cc1cc(NC(=O)CSc2nnc3c4c(C)c(C)sc4ncn23)no1	-41
N#CC1=C(N)C(C#N)(C#N)C2(C(=O)Nc3ccccc32)C2CCCC=C12 (stereo unspecified)	1
O=C(c1cn[nH]c1)c1cc(F)ccc1O	-14
COCCCNC(=O)c1c(N)n(-c2ccc3c(c2)OCO3)c2nc3ccccc3nc12	6
CCCCNC(=O)c1cnc2n(c1=O)CCS2	-16
Cc1cc(C(=O)NCC(c2ccco2)N(C)C)no1 (stereo unspecified)	8
Nc1nc2c(ncn2COCCO)c(=O)[nH]1	-10
CCCCCCC(=O)Nc1ccc(Cl)cn1	-11
COCCN1CCn2c(nc3cc(NC(=O)c4ccc(OC)cc4)ccc32)C1	19
COc1ccc(C2C(C#N)=C(N)N3C(=C2C#N)Sc2ccccc23)cc1 (stereo unspecified)	12
Cc1ccc(CN2C(=O)CCC2C(=O)NC2CCCC2)cc1 (stereo unspecified)	14
O=c1c2ccccc2nnn1Cc1nnc(-c2ccccc2Br)o1	10
NC(=O)CNC(=O)C1CCCc2c1[nH]c1ccc(Cl)cc21 (stereo unspecified)	-18
CC(C(=O)O)N1C(=O)c2cccc3cccc1c23 (stereo unspecified)	-4
CC(C(=O)NC(=O)NC1CCCCC1)N1CCN(c2ccccn2)CC1 (stereo unspecified)	-20
CCOC(=O)c1cc2oc(C)cc2n1CC(=O)OC1CCCCC1	-10
Cc1cc(=O)oc2cc(OC(C)C(=O)N3CCCc4ccccc43)ccc12 (stereo unspecified)	-2
Cc1c(C(=O)c2no[n+]([O-])c2C(=O)c2cnn(C)c2C)cnn1C	-23
O=C(CCNS(=O)(=O)c1cccs1)Nc1nccs1	-20
COc1cc(OC)cc(-c2nc(-c3ccc(Br)cc3)no2)c1	8
COc1ccc(NC(C)=O)cc1NC(C)C(=O)Nc1ccccc1F (stereo unspecified)	-16
Cc1nn(C)c(N)c1C(O)(c1nccn1C)C(F)(F)F (stereo unspecified)	-14
COCCN1C(=O)C(O)=C(C(C)=O)C1c1ccc(F)cc1 (stereo unspecified)	-4
CCCN1C2CCCC1CC(NC(=O)c1ccccc1OCC)C2 (stereo unspecified)	-31
O=C(CCn1nc(-c2ccccc2)c2ccccc2c1=O)NCC1CCCO1 (stereo unspecified)	8
CCOC(=O)C1CCCN(c2c(NCCCN(C)Cc3ccccc3)c(=O)c2=O)C1 (stereo unspecified)	15
Cc1sc2ncnc(NCCCn3ccnc3)c2c1C	-38
COc1cccc(C2=NOC(C(=O)NCC3CCCO3)C2)c1 (stereo unspecified)	-11
CCCCOc1ccccc1C1C(C(=O)OC)=CN(CC)C=C1C(=O)OC	28
O=C(O)CCC1=C2c3ccccc3CCN2C(=O)CC1	-4
CCOC(=O)NC(Nc1cc(C)ccn1)(C(F)(F)F)C(F)(F)F	-33
Cc1cc(-c2nnc(SCc3cccnc3)o2)no1	86*
COc1ccc(-c2nnc(NC(=O)c3cc(C)on3)s2)cc1	-9
O=C(CCN1C(=O)c2ccccc2C1=O)OCn1nnc2ccccc2c1=O	0
CC(C)C(=O)Nc1cccc(C(=O)NCCc2ccc(S(N)(=O)=O)cc2)c1	1
Cc1csc(NC(=O)CN2CCCCCC2)n1	-11
O=C(CCn1nc(-c2ccccc2)ccc1=O)NCCCN1CCCCCC1	-30
COc1ccccc1CN1C(=O)CCC1(C)C(=O)NCc1cccnc1 (stereo unspecified)	38
CCn1c(SCc2nc(-c3ccc(OC)c(OC)c3)no2)nnc1-c1cccs1	-30
COc1ccc2[nH]c(=O)c(CN(C)C(=O)c3ccncc3)cc2c1	-6
Cc1ccccc1N(CC(=O)NC1CCCC1)C(=O)CS(=O)CC(=O)Nc1ccc2c(c1)OCO2 (stereo unspecified)	-9
COc1ccc(-n2c(=O)[nH]cc(C(=O)Nc3ccc(NC(C)=O)cc3)c2=O)cc1	-27
O=C(CN1C(=O)CCS(=O)(=O)c2ccccc21)Nc1cccc(F)c1	10

4 entries from above, ordered by number of heavy atoms, highest first.
SMILES	GBA enhancer
CCn1c(SCc2nc(-c3ccc(OC)c(OC)c3)no2)nnc1-c1cccs1	-30
O=C(CCn1nc(-c2ccccc2)ccc1=O)NCCCN1CCCCCC1	-30
CC(C)C(=O)Nc1cccc(C(=O)NCCc2ccc(S(N)(=O)=O)cc2)c1	1
Cc1csc(NC(=O)CN2CCCCCC2)n1	-11

An excerpt, so the mix of outcomes need not match the whole.
